Source: PubChem BioAssay (National Center for Advancing Translational Sciences (NCATS))
Pin1 inh: human Pin1 inhibition. Pin1 FP peptide displacement, HiFluor488, 10 min. Potency, µM (series often up to 115 µM), inactives show at the highest dose activity, negative = inhibition, usual class: inhibitors. hit rate 0.009% among 390,000; active = well fitted inhibition curve with a large enough effect in the polarisation, with a control signal flat, not every such curve was filed as active; inconclusive = small, poorly fitted or top-dose-only effect, or effect the other way, or a change in a side signal; inactive = no such curve, though single readings can be large or run the other way; the % refers to the polarisation; also: % is scaled to controls: 0 for no effect and ±100 for the full control effect
Target sequence (Q13526 whole entry, looked up): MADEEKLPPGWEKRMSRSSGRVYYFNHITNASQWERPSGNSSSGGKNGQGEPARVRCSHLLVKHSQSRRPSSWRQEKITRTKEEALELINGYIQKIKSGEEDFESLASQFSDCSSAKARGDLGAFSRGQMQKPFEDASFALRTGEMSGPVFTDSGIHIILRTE
BLM helicase inh: inhibitors of human Bloom syndrome helicase BLM | P54132 | recombinant BLM DNA unwinding, fluorescence dequenching | Potency, µM (series often up to 56.1 µM), without a hit: at the top dose activity change, negative = inhibition, most hits filed as inhibitors | hit rate 0.2% among 350,000 | AID 2528;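 also: plate controls were vehicle for no effect and no enzyme for full effect; nearly all actives have a fitted effect of over 35% in size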
HP1b binding inh: inhibitors of HP1-beta chromodomain binding to methylated histone tails. AlphaScreen HP1-beta / biotin-H3K9me3 peptide binding. Potency, µM (series often up to 114 µM), inactives show at the top dose activity change, negative = inhibition, actives largely listed as inhibitors. hit rate 0.56% among 390,000. AID 540317; also: nearly all actives have a fitted effect of over 70% in size; inactives centre near 23
Target sequence (P83916 whole entry, looked up): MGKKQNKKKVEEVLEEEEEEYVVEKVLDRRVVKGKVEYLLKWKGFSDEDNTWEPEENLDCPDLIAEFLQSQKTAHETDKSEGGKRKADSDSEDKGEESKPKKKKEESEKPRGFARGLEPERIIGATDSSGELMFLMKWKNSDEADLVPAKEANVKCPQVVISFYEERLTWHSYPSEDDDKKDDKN
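Compound inhibition of the preformed complex between 50 nM HP1-beta and 50 nM biotinylated H3K9me3 peptide was read by AlphaScreen. Buffer was PBS pH 7.4 with 0.01% Tween-20. Incubations ran 30 min at room temperature, with 10 ug/mL donor/acceptor beads.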
BAZ2B inh: blocks human BAZ2B | Q9UIF8 | AlphaScreen BAZ2B-H3K14Ac peptide displacement | Potency, µM (highest dose often 114 µM), for the others: at the highest dose activity change, negative = inhibition, hits mostly inhibitors | hit rate 4.4% among 360,000; also: % is scaled to controls: 0 for no effect and ±100 for the full control effect; nearly all actives have a fitted effect of over 60% in size
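Complex of BAZ2B and biotin-H3K14Ac (50 nM apiece) forms over 30 min at RT, then faces library compounds up to 110 uM for another 30 min; AlphaScreen beads added, 20 min dark incubation, luminescence read.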
Pol iota inh: inhibitors of human DNA polymerase iota. Pol iota fluorescent replication assay, 10 min. Potency, µM (doses to about 115 µM), inactives show top-dose activity, negative = inhibition, most hits filed as inhibitors. hit rate 1% among 390,000
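Fluorescent replication assay read twice, at 0 min and 10 min after adding 50 nM (final) substrate. Enzyme (10 nM) and compounds were first incubated 15 min at room temperature; enzyme-free buffer wells were negative controls.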
JMJD2A Tudor: JMJD2A Tudor domain (human) inhibition | hit rate 4.4% among 390,000 | O75164 | Potency, µM (doses to about 114 µM), inactives show top-dose activity change, negative = inhibition, hits mostly inhibitors | AID 504339 | AlphaScreen JMJD2A-Tudor / H3K4me3 peptide binding; also: % is scaled to controls: 0 for no effect and ±100 for the full control effect; nearly all actives have a fitted effect of over 50% in size
Tb PGK inh: T. brucei PGK inhibition; PGK/GAPDH coupled, Kinase-Glo luminescence, 60 min; hit rate 0.043% among 380,000; AID 602233; P07378; Potency, µM (highest dose often 57.5 µM), inactives show at the top dose activity change, negative = inhibition, most hits filed as inhibitors; also: % is scaled to controls: 0 for no effect and ±100 for the full control effect; nearly all actives have a fitted effect of over 60% in size
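Luminescent ATP detection (Kinase-Glo Plus) follows a 60-minute room-temperature incubation, with wells lacking PGK as controls. Buffer: 100 mM TEA (pH 7.6), 5 mM MgCl2, 0.01% Tween-20. Coupling enzyme GAPDH (100 nM final) supplies unstable 1,3-BPG in-well.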
G9a block: G9a (human) methyltransferase inhibition; Q96KQ7; hit rate 8.8% among 350,000; G9a H3K9 monomethylation, AlphaScreen, 2 h; Potency, µM (top dose mostly 102 µM), for the others: at the highest dose activity, negative = inhibition, most hits filed as inhibitors; also: % is scaled to controls: 0 for no effect and ±100 for the full control effect; nearly all actives have a fitted effect of over 75% in size
Target sequence (Q96KQ7 913-1193 limits assumed): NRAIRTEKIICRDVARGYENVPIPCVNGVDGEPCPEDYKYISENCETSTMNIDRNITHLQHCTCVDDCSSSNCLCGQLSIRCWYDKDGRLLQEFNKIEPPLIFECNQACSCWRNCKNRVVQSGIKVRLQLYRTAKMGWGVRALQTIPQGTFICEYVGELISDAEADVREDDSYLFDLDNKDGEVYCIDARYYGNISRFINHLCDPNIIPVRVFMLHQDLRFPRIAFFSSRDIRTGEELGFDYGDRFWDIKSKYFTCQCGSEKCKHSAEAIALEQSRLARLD
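Enzyme 20 nM + cpd, 15 min RT; add b-H3K9 pep 500 nM / SAM 20 uM; 2 h RT; anti-H3K9me1 Ab 0.5 ug/mL + SA donor / anti-rabbit acceptor beads 20 ug/mL each, 10 min; AlphaScreen read.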
GLS inh: inhibitors of human glutaminase (GLS) | O94925 | GLS enzymatic activity, qHTS titration | Potency, µM (top dose mostly 45.5 µM), inactives show top-dose activity change, negative = inhibition, usual class: inhibitors | hit rate 0.21% among 410,000; also: % is scaled to controls: 0 for no effect and ±100 for the full control effect
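hKGA in 45 mM KH2PO4 pH 8.2, 0.02% Tween-20 with pin-transferred compounds; 1 mM L-glutamine (stock) plus glutamate oxidase/HRP/Amplex Red coupling added. Fluorescence read initially and after 30 min at RT.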
* hit, by the source's call; i = inactive; ? = inconclusive; . = not tested or not shown; [ ] = remark or other dose. Unless noted, calls follow the shape of the dose curve; as a rule, active = well fitted curve in the direction sought with a large enough effect; inconclusive = small, poorly fitted or top-dose-only effect, or another doubt; inactive = no such curve, though single readings can be large; an effect the other way counts as inactive or inconclusive. Potency is read from the fitted curve at half-maximal effect.

mol	Pin1 inh	BLM helicase inh	HP1b binding inh	BAZ2B inh	Pol iota inh	JMJD2A Tudor	Tb PGK inh	G9a block	GLS inh
Fc1ccc(NC(=S)NCCc2ccccn2)cc1	0%	0%	3%	-19%	97%[activator]	-12%	-8%	.	12%
COc1cc(C2=NOC(C(=O)N3CCOCC3)C2)cc(OC)c1OC (stereo unspecified)	-1%	0%	8%	4%	27%	-25%	-9%	-3%[59 µM]	0%
CCCOP(=O)(OCCC)C1(Nc2ccc(C)cc2)CCCCC1	3%	-2%	8%	-27%	9%	-16%	1%	-3%	14%
O=C(c1csc2ccccc12)n1cccn1	2%	-1%	31%	53%[activator]	13%	3%	4%	-12%	3%
NC(=O)c1oc2ccccc2c1NC(=O)CCc1ccccc1	0%	1%	32%	12%	22%	-4%	4%	23%[59 µM]	0%
CCOc1ccc(S(=O)(=O)Nc2ccc3c(c2)OCO3)cc1	3%	-1%	-14%	3%	-2%	-6%	-8%	?	12%
CC(C)NC(=S)NNc1ncnc2sc3c(c12)CC(C)(C)OC3	-5%	.	28%	.	16%	-34%	-4%	.	17%
CCOC(=O)C1CCN(C(=O)c2cc(OCC)c(OCC)c(OCC)c2)CC1	-4%	-1%	18%	11%	15%	-6%	-2%	-13%[59 µM]	5%
Cc1cc(C)n(-c2nnc3n2N=C(c2c[nH]c4ccccc24)CS3)n1	-2%	-3%	9%	7%	-5%	-23%	-1%	18%[59 µM]	10%
CC(=O)Nc1c(C)ccc(CNC(=O)COc2cc(C)ccc2C)c1C	-6%	-10%	16%	-1%	111%[activator]	-13%	-1%	-20%[59 µM]	-1%
COCCNC(=O)CCCn1c(=O)c2ccccc2n(Cc2cccc([N+](=O)[O-])c2)c1=O	-2%	2%	2%	-25%	31%[activator]	-6%[11.4 µM]	-3%	6%[59 µM]	-8%
O=C(C1CCN(S(=O)(=O)c2cccs2)CC1)N1CCc2ccccc2C1	0%	-8%	30%	-38%	70%[activator]	-19%	.	-39%[12.7 µM]	1%
CCN(CC(=O)Nc1ccccc1C(=O)OC)S(=O)(=O)c1ccccc1	-2%	-5%	23%	7%	14%	-3%	-8%	20%[59 µM]	2%
COCCn1c(C)cc(O)c(C(c2ccccc2OC)N2CCN(c3ccccc3)CC2)c1=O (stereo unspecified)	-7%	-2%	41%[activator][57 µM]	11%	36%[activator]	-1%	-3%	?	40%[activator]
Cc1csc(=O)n1CCC(=O)OCC(=O)Nc1cc([N+](=O)[O-])ccc1Cl	-3%	.	8%	-31%	32%[activator]	-14%	-1%	-28%	-1%
CCN(CC(=O)Nc1ccc(NC(C)=O)cc1)C(=O)c1cccc(Oc2ccccc2)c1	-6%	.	-2%	-1%	11%	-19%	2%	-3%	1%
CC1CCN(CC(C)OC(=O)c2ccc3c(c2)OCCO3)CC1 (stereo unspecified)	0%	4%	58%[activator]	5%	26%	-9%	-2%	4%	1%
O=c1c2ccccc2c(=O)n(-c2ccccc2)n1CCCCBr	1%	.	43%[activator]	.	52%[activator]	13%	6%	.	0%
Cc1ccc(C)c(NC(=O)Cn2ncc3c(C)n(Cc4ccc(F)cc4)c(C)c3c2=O)c1	20%	-10%	36%	5%	5%	1%	-3%	14%[59 µM]	2%
O=C(Cn1c(=O)c2ccccc2n(CC(=O)Nc2ccc(F)cc2)c1=O)NCCc1ccccc1	?	-4%	32%	?	5%	-4%	-5%	-14%[59 µM]	5%
Cc1nnc(SCC(=O)N2CCN(c3ccccc3)CC2)n1C1CC1	-2%	.	15%	7%	27%	-14%	0%	22%[12.7 µM]	2%
CCCCn1c(N)c(N(Cc2ccccc2OC)C(=O)COc2cc(C)ccc2Cl)c(=O)[nH]c1=O	12%	.	20%	13%	6%	-13%	-2%	-36%	4%
Cc1cccc(NC(=O)CCn2nc(-c3ccccc3)c3ccccc3c2=O)c1	6%	-7%	29%	-12%	-4%	-24%	i	4%[59 µM]	1%
O=C(CCn1nnc2ccccc21)Nc1nnc(Cc2ccc(F)cc2)s1	-1%	-5%	21%	.	12%	-23%	-1%	9%[59 µM]	10%
CCCCn1c(N)c(N(CCOC)C(=O)c2cc3c(s2)CCC3)c(=O)[nH]c1=O	2%	.	9%	3%	?	-19%	i	18µM*	36%
C=CCN1C(=O)C(CC(=O)Nc2ccccc2)S/C1=N/c1nccs1 (stereo unspecified)	3%	-8%	-11%	3%	-22%	-13%	-11%	.	12%
CNS(=O)(=O)c1cccc(C(=O)OCC(=O)N2c3ccccc3NC(=O)C2(C)C)c1	?	.	13%	?	?	-19%	-14%	10%[12.7 µM]	-11%
O=C(CCSc1ccccc1)NNC(=O)c1ccccc1F	-8%	.	33%	-3%	33%[activator]	-8%	-7%	-48%[0.501 µM]	9%
Cc1ccc(-c2nnn(Cc3nc(N)nc(N4CCOCC4)n3)n2)cc1	-5%	-4%	9%	-13%	19%	1%	-6%	-4%[59 µM]	.
COc1ccc(C2=Nn3c(nnc3-c3ccccc3OC)SC2)cc1OCC1CC1	5%	.	17%	.	-16%	-35%	2%	.	13%
O=C(CCn1c(=O)[nH]c2ccsc2c1=O)N1CC(=O)N(CCc2ccccc2)C(=O)C1	-4%	2%	24%	4%	-6%	-3%	-9%	15%[2.33 µM]	-8%
CC(C)(C)n1nc2c(c1NC(=O)Cc1ccc([N+](=O)[O-])cc1)CS(=O)(=O)C2	-4%	-1%	14%	-2%	20%	-12%	-8%	47%	3%
CC(C)OC(=O)CSc1nnc(COc2ccc([N+](=O)[O-])cc2)n1C	0%	-1%	30%[activator]	-13%	64%[activator]	-6%	4%	4%	-14%
COc1ccc(CCNS(=O)(=O)CCNC(=O)c2ccc(OC)cc2)cc1	-2%	.	-1%	-6%	40%[activator]	-10%	-1%	9%[0.501 µM]	-1%
N#C/C(=C\c1ccccc1OCc1ccc(C(=O)O)cc1)C(=O)Nc1ccc(O)cc1	1%	-5%	?	-33%	?	-11%[11.4 µM]	2%	50µM*	?
CSc1ccc(CCNC(=O)c2ccc(-n3c(C)cc4c3CCCC4)cc2)cc1	0%	-5%	27%	-15%	-7%	-26%	-7%	-3%[59 µM]	11%
O=C(Nc1ccc(O)cc1)/C(=C/c1ccco1)NC(=O)c1ccccc1	-6%	-4%	27%	?	28%	4%	i	0%[12.7 µM]	12%
Cc1ccc(CN2C(=O)CCC2C(=O)NCC2CCCO2)cc1 (stereo unspecified)	-4%	-1%	39%	0%	5%	-7%	4%	-6%[59 µM]	-1%
Cc1ccc2c(Cn3ccnc3)cc(=O)oc2c1C	0%	4%	14%	0%	-17%	-9%	.	9%	2%
CCOC(=O)CN1CC23C=CC(O2)C(C(=O)Nc2ccc(F)c(C)c2)C3C1=O (stereo unspecified)	-1%	2%	51%[activator]	6%	3%	3%	-7%	5%[12.7 µM]	5%

Profiles as entered above. Order of values: Pin1 inh | BLM helicase inh | HP1b binding inh | BAZ2B inh | Pol iota inh | JMJD2A Tudor | Tb PGK inh | G9a block | GLS inh
Cc1ccc2c(Cn3ccnc3)cc(=O)oc2c1C is listed as 0% | 4% | 14% | 0% | -17% | -9% | . | 9% | 2%
N#C/C(=C\c1ccccc1OCc1ccc(C(=O)O)cc1)C(=O)Nc1ccc(O)cc1 is listed as 1% | -5% | ? | -33% | ? | -11%[11.4 µM] | 2% | 50µM* | ?

Next section.
mol	Pin1 inh	BLM helicase inh	HP1b binding inh	BAZ2B inh	Pol iota inh	JMJD2A Tudor	Tb PGK inh	G9a block	GLS inh
COc1ccc(/C=C(\NC(=O)c2ccco2)C(=O)Nc2ccc(C(C)=O)cc2)cc1	-7%	-2%	11%	-1%	14%	-4%	-5%	?	-1%
COc1cccc(N2CCN(CC(=O)N3CCN(S(=O)(=O)c4ccc(Cl)cc4)CC3)CC2)c1	0%	.	22%	-27%	20%	-28%	i	?	2%
CC(=O)N1CCN(C(=O)COC(=O)c2oc3ccccc3c2C)CC1	0%	.	29%	-3%	-6%	-14%	2%	11%[12.7 µM]	-6%
CCCCN(C)CCCNC(=O)c1ccc(N2CCCC2=O)cc1	0%	0%	30%	-2%	0%	15%	i	31%[0.501 µM]	-4%
Cc1cccc(CC2S/C(=N/c3ccccn3)NC2=O)c1 (stereo unspecified)	-1%	5%	20%	10%	11%	-30%	1%	3%[59 µM]	6%
Cc1ccc(NC(=O)C2COc3ccccc3O2)cc1S(=O)(=O)N1CCCCC1 (stereo unspecified)	0%	.	46%[activator]	-9%	30%	-13%	-8%	22%[12.7 µM]	-3%
CC1CCCCC1NC(=O)/C(C#N)=C/C=C/c1ccccc1[N+](=O)[O-] (stereo unspecified)	0%	-5%	14%	-26%	?	?	5%	?	3%
COc1ccc(C)cc1-n1cnc2cc(C(=O)NC3CCCC3)ccc21	8%	3%	6%	-5%	-9%	-12%	2%	-21%[59 µM]	2%
CC(=O)c1cccc(OCC(O)CNCC2CCCCC2)c1 (stereo unspecified)	0%	-3%	71µM*	56µM*	143%[activator]	8.9µM*	-2%	-5%	1%
O=C(CN1C(=O)c2ccccc2S1(=O)=O)NCc1ccc2c(c1)OCO2	0%	-16%	29%	0%	28%	-11%	.	?	0%
O=C(NCCc1c[nH]c2ccccc12)Nc1ccccc1C(F)(F)F	-9%	-7%	-2%	-24%	-12%	?	-6%	-32%[59 µM]	29%
O=C(CN1CCCC1)N1CCCC(c2ccc(F)cc2)c2ccc(F)cc21 (stereo unspecified)	-4%	1%	?	-37%	39%[activator]	0.89µM*	-3%	28µM*	16%
CCCN(CC(=O)NC(=O)NC1CCCCC1)CC(=O)Nc1cc(Cl)ccc1Cl	11%	.	37%	9%	-3%	-5%	0%	?	4%

Not all compounds are listed (hit frequency here may not be typical).
